# Screening results: PubChem, National Center for Advancing Translational Sciences (NCATS)
# p53 reactivator = qHTS assay for re-activators of p53 using a Luc reporter; H1299 p53-A138V BP100-luciferase reporter, luminescence, 24 h; Potency, µM (top dose mostly 92.2 µM), for the others: top-dose activity change, positive = activation, hits mostly activators; hit rate 0.063% among 320,000; note: potency is the fitted concentration of half-maximal effect; % of control where 0% means no effect; nearly all actives have a fitted effect of over 45% in size
#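 H1299 (p53-null), stable ts p53-A138V + BP100-Luc; 1000 cells/well, Opti-MEM/10% FBS; cpd 4 pt, 1:5; 24 h, 37 deg C, 5% CO2; detection reagent 10 min RT; luminescence.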
# FLuc modulator = qHTS profiling assay for firefly luciferase inhibitor/activator using purifed enzyme and Km concentrations of substrates (counterscreen for miR-21 project). Luciferin 4-monooxygenase (Photinus pyralis), P08659. purified FLuc, Km substrates, luminescence inhibition. Potency, µM (series often up to 57.5 µM), for the others: at the top dose activity change, negative = inhibition, actives largely listed as inhibitors. hit rate 6.9% among 360,000. AID 588342, 2011;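 note: potency is the fitted concentration of half-maximal effect; plate controls were vehicle for no effect and reference inhibitor for full effect; nearly all actives have a fitted effect of over 55% in size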
#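 Purified P. pyralis luciferase (10nM final) with 10uM D-luciferin and 10uM ATP (Km levels) in 50mM Tris acetate pH 7.5, 10mM Mg acetate, 0.01% Tween-20, 0.05% BSA; qHTS 6-point titration, ~60 µM downward; luminescence read.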
# RORgamma inh = qHTS for inhibitors of ROR gamma transcriptional activity; Nuclear receptor ROR-gamma (Mus musculus), P51450; AID 2551, 2010; hit rate 5.4% among 310,000; Drosophila S2 Gal4-RORgamma UAS-luciferase reporter, 20 h; Potency, µM (titrated, usually from 53.6 µM), for inactives: at the highest dose activity change, negative = inhibition, most hits filed as inhibitors; note: potency is the fitted concentration of half-maximal effect; % is set by controls: 0 for no effect and ±100 for the full control effect; nearly all actives have a fitted effect of over 60% in size
# Target sequence (P51450 whole entry, looked up, the tested form may be a part): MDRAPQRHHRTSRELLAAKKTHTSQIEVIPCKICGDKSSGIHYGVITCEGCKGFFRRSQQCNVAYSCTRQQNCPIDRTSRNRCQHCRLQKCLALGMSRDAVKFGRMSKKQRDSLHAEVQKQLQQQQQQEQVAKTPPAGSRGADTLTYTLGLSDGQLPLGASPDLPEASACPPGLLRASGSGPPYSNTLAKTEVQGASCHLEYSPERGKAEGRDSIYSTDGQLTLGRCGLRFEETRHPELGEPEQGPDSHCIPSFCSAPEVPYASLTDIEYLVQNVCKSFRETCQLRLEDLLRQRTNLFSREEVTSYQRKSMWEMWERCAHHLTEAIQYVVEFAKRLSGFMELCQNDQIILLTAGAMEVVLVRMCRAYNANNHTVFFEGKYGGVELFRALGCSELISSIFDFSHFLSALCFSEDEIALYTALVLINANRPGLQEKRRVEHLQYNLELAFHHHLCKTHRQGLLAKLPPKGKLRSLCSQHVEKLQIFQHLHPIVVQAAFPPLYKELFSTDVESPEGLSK
#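 Using a luciferase readout, inhibitors were identified by reduced reporter activity in Drosophila cells coexpressing a copper-inducible Gal4–ROR gamma fusion and UAS-driven Photinus luciferase, incubated 20 hr after 700 uM copper sulfate.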
# NPC1 promoter act = qHTS Assay for NPC1 Promoter Activators | hit rate 2.4% among 320,000 | Potency, µM (top dose mostly 9.22 µM), without a hit: top-dose activation, most hits filed as activators | Huh7 NPC1 promoter luciferase reporter, 24 h;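 note: potency is the fitted concentration of half-maximal effect; % of control where 0% means no effect; nearly all actives have a fitted effect of over 60% in size; reporter is driven by a mutant NPC1 promoter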
#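 Luminescence read-out of NPC1 promoter-driven luciferase in stably transfected Huh7 cells; compounds delivered in DMSO and left 24 h at 37C, 5% CO2, qHTS titration format.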
# ELG1 genotoxic = qHTS screen for small molecules that induce genotoxicity in human embryonic kidney (HEK293T) cells expressing luciferase-tagged ELG1; Potency, µM (titrated, usually from 46 µM), for inactives: at the highest dose activity change, positive = activation, actives largely listed as activators; hit rate 1.3% among 330,000; HEK293T ELG1-luciferase reporter, luminescence, 16 h; AID 504466, 2011; note: potency is the fitted concentration of half-maximal effect; % of control where 0% means no effect; nearly all actives have a fitted effect of over 60% in size
#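 HEK293T cells expressing luciferase-tagged ELG1 were treated with compound or DMSO for 16 hr at 37°C. Luciferase activity was then read after 30 min with ONE-Glo at room temperature; rising signal flags genetic stress.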
# ELG1 repair inh = qHTS screen for small molecules that inhibit ELG1-dependent DNA repair in human embryonic kidney (HEK293T) cells expressing luciferase-tagged ELG1. HEK293T ELG1-luciferase reporter, luminescence, 16 h; DNA damage induced by 5-fluorouridine. Potency, µM (titrated, usually from 46.1 µM), for the others: top-dose activity change, negative = inhibition, usual class: inhibitors. hit rate 2.3% among 330,000. AID 504467, 2011; note: potency is the fitted concentration of half-maximal effect; % is set by controls: 0 for no effect and ±100 for the full control effect; nearly all actives have a fitted effect of over 55% in size
#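 Luminescence from the luciferase reporter, measured 30 min after ONE-Glo reagent at room temperature, was the read-out. Beforehand, 2,000 cells per well were exposed for 16 hr at 37 °C to 5-fluorouridine together with compound or vehicle.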
# Tb PFK inh = qHTS Assay to Find Inhibitors of T. brucei phosphofructokinase; ATP-dependent 6-phosphofructokinase (Trypanosoma brucei brucei), O15648; T. brucei PFK, ADP-Glo luminescence; Potency, µM (series often up to 57.5 µM), inactives show top-dose activity, negative = inhibition, actives largely listed as inhibitors; hit rate 0.17% among 330,000; AID 485367, 2010;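 note: potency is the fitted concentration of half-maximal effect; 0% = uninhibited 1x PFK enzyme wells and -100% = no-enzyme wells; nearly all actives have a fitted effect of over 60% in size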
# Target sequence (O15648 whole entry, looked up): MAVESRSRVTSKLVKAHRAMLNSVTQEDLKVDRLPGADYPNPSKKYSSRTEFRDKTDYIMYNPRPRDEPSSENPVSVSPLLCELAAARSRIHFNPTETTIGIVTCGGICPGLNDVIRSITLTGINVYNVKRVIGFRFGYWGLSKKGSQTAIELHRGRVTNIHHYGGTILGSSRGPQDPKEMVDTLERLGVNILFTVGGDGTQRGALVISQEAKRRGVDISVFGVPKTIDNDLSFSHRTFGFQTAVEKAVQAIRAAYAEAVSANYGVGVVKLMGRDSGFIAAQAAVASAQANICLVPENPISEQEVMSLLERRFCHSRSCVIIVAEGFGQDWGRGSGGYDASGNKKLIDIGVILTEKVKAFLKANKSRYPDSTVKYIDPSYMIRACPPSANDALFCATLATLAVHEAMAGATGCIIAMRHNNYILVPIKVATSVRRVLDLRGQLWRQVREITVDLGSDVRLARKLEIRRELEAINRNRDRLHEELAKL
#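 In TEA buffer at pH 8.0 with 5 mM MgCl2, enzyme (1.25 nM) converted F6P (0.5 mM) and ATP (0.1 mM) for 45 min at room temperature. ADP product was read by luciferase luminescence.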
# TRPV1 ag = HTS Assay for Compounds that Act as Agonists of the Vanilloid Receptor 1. Transient receptor potential cation channel subfamily V member 1 (Homo sapiens), Q8NER1. TRPV1-expressing cells, Fluo-8 calcium influx, agonist mode. activation, % at 8.33 µM. hit rate 0.19% among 320,000. AID 540275, 2011; in the data active = activation above about 80%; inconclusive = between about 30% and that limit; note: 0% is about no effect
#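 TRPV1-expressing cells were cultured overnight at 35.5C and loaded with Fluo-8 calcium dye for 40 to 90 min at room temperature. After a 10 s baseline, compound was added and calcium influx was read kinetically for 3 min (ex 480/em 520 nm).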
# Rab9 promoter act = qHTS Assay for Rab9 Promoter Activators; Huh7 Rab9 promoter-luciferase reporter, luminescence, 24 h; Potency, µM (doses to about 9.22 µM), inactives show top-dose activation, negative = inhibition, actives largely listed as activators; hit rate 2.8% among 320,000; note: potency is the fitted concentration of half-maximal effect; % of control where 0% means no effect; nearly all actives have a fitted effect of over 60% in size
#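 Huh7 cells stably carrying Rab9 promoter–luciferase reporter, plated 1500 cells/well, compound added after 2 h and incubated 24 h at 37 °C; luciferase luminescence then read after 10 min with detection reagent.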
# Gal4-VP16 FLuc = VP16 counterscreen qHTS for inhibitors of ROR gamma transcriptional activity. Potency, µM (top dose mostly 53.6 µM), for the others: top-dose activity, negative = inhibition, usual class: inhibitors. Drosophila S2 Gal4-VP16 UAS-luciferase, luminescence, 20 h. AID 2546, 2010. hit rate 3.5% among 310,000;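 note: Gal4-VP16 expression switched on by copper sulfate through the metallothionein promoter; potency is the fitted concentration of half-maximal effect; % is set by controls: 0 for no effect and ±100 for the full control effect; nearly all actives have a fitted effect of over 50% in size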
# BRCA1 expr up = qHTS Assay to Identify Small Molecule Activators of BRCA1 Expression | AID 624202, 2012 | MCF7-BRCA1-FFLuc reporter, luminescence, 48 h; response scale: scaled: vehicle 0%, 10 µM genistein 100% | Potency, µM (top dose mostly 46.1 µM), without a hit: at the highest dose activation, usual class: activators | hit rate 1.1% among 380,000; note: potency is the fitted concentration of half-maximal effect; nearly all actives have a fitted effect of over 80% in size; some results filed as inactive show a strong effect at the top dose
#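 Using MCF7 cells harboring a BRCA1 firefly luciferase reporter, plated 2 h before compound pinning, the screen measured luminescence after 48 h incubation. Responses were normalized to DMSO and 10 microM genistein, then fitted for concentration-effect.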
# Numbers without * were called inactive; ? = inconclusive; . = no result given; [ ] = another dose, or the depositor's remark. Unless noted, calls come from the whole dose curve; as a rule, active = well fitted curve in the direction sought with a large enough effect; inconclusive = small, poorly fitted or top-dose-only effect, or another doubt; inactive = no such curve, though single readings can be large; an effect the other way counts as inactive or inconclusive. Not a hit list. Share with any hit: about 15%.
nr	compound	p53 reactivator	FLuc modulator	RORgamma inh	NPC1 promoter act	ELG1 genotoxic	ELG1 repair inh
1	COc1ccc(C(C(=O)NCC2CCCO2)N(C(=O)CNC(=O)c2cccs2)c2ccc(C(C)=O)cc2)cc1OC (centres undefined)	8%	2%	-3%	-3%	1%	-18%
2	Cc1noc(C)c1C(=O)Nc1nc(-c2ccccc2Cl)cs1	?	?	42%	-1%	8%	29%
3	N#CCCn1c(SCC(=O)NCc2ccco2)nc2ccccc21	-4%	1%	11%	1%	-7%	19%
4	Cc1cccc(CN2CCN(C(c3ccccc3)c3ccc(Cl)cc3)CC2)c1 (centres undefined)	9%	-1%	?	1%	4%	0%
5	CCS(=O)(=O)c1ccc(O)c(N2C(=O)C3C4C=CC(C4)C3C2=O)c1 (centres undefined)	-7%	8%	-7%	-4%	0%	0%
6	C=CCN1C(=O)/C(=C2\SC(N3CCOCC3)=NC2=O)c2cc(Br)ccc21	9%	-14%	-26%	-1%	-6%	?
7	O=C(NCc1ccccn1)C1CC(c2ccc(Cl)c(Cl)c2)=NO1 (centres undefined)	0%	0%	32%	2%	-3%	.
8	O=S(=O)(c1ccc2oc(=S)[nH]c2c1)N1CCCCC1	3%	-9%	-1%	2%	-2%	-20%
9	Cc1ccc(-n2[nH]c(C)c(/C=N/NC(=O)c3ccc(O)cc3O)c2=O)cc1	?	0.43µM*	2.5µM*	23%	?	-1%
10	CCOC(=O)CNC(=O)C1CCCc2c1[nH]c1ccc(Cl)cc21 (centres undefined)	-6%	0%	-4%	5%	-1%	?
11	C=CCn1c(SCC(=O)NC2CC2)nnc1-c1ccccn1	.	5%	.	2%	11%	16%
12	O=C(O)CC(CC(=O)Nc1ccc2ccccc2n1)c1ccccc1 (centres undefined)	3%	-1%	-1%	-3%	-1%	-6%
13	CCCOC(=O)c1ccc(OCC(O)CN2CCN(C(=O)c3ccccc3)CC2)cc1 (centres undefined)	9%	-2%	?	1%	-8%	?
14	C/C(=N\NC(=O)COc1cccc(Br)c1)c1ccc2c(c1)OCCO2	-10%	?	.	1%	4%	-12%
15	CCCOc1c(OC)cccc1C1CC(=O)Nc2cc3c(cc21)OCO3 (centres undefined)	-7%	3%	37%	1%	-1%	-21%

nr	Tb PFK inh	TRPV1 ag	Rab9 promoter act	Gal4-VP16 FLuc	BRCA1 expr up
1	5%	-1	-4%	-12%	20%
2	0%	11	2%	-15%	5%
3	-4%	2	2%	-4%	-15%
4	2%	1	-5%	?	-34%
5	-5%	0	-1%	-5%	5%
6	-4%	17	-3%	-11%	-23%
7	-5%	6	-1%	0%	-47%
8	0%	.	-4%	2%	21%
9	7%	?	4%	7.1µM*	13%
10	-16%	9	-18%	-8%	0%
11	-4%	2	-1%	.	-2%
12	5%	2	-3%	1%	-11%
13	0%	-2	-1%	-18%	-3%
14	?	18	6%	.	4%
15	-7%	25	-13%	-6%	-61%

# Record cards, as listed above.
# CCCOc1c(OC)cccc1C1CC(=O)Nc2cc3c(cc21)OCO3 (centres undefined) reads p53 reactivator: -7%; FLuc modulator: 3%; RORgamma inh: 37%; NPC1 promoter act: 1%; ELG1 genotoxic: -1%; ELG1 repair inh: -21%; Tb PFK inh: -7%; TRPV1 ag: 25; Rab9 promoter act: -13%; Gal4-VP16 FLuc: -6%; BRCA1 expr up: -61%
# O=C(NCc1ccccn1)C1CC(c2ccc(Cl)c(Cl)c2)=NO1 (centres undefined) reads p53 reactivator: 0%; FLuc modulator: 0%; RORgamma inh: 32%; NPC1 promoter act: 2%; ELG1 genotoxic: -3%; ELG1 repair inh: .; Tb PFK inh: -5%; TRPV1 ag: 6; Rab9 promoter act: -1%; Gal4-VP16 FLuc: 0%; BRCA1 expr up: -47%

# Next section
nr	compound	p53 reactivator	FLuc modulator	RORgamma inh	NPC1 promoter act	ELG1 genotoxic	ELG1 repair inh
16	COc1ccc(-c2cccc(C3CC=CC4C3C(=O)N(Cc3ccccc3)C4c3cc(C)ccc3F)c2)cc1 (centres undefined)	6%	-2%	7%	2%	-5%	4%
17	O=C(Nc1ccccc1)Nc1sccc1-c1nc2ccccc2s1	7%	15µM*	7.9µM*	10%	-1%	-9%
18	CCCc1nc(C)c(-c2ccc(OC)c(OC)c2)c(=O)[nH]1	-9%	2%	32%	8%	-2%	9%
19	COc1cccc(/C=C2/SC(=S)N(CC(=O)Nc3nnc(C)s3)C2=O)c1	-1%	-1%	-6%	-2%	-4%	12%
20	CCCc1cc2c(cc1NC(=O)c1ccc(C)cc1)OCO2	4%	-13%	?	11%	4%	?
21	COc1ccc(-c2cccc(C3CC=CC4C3C(=O)N(Cc3ccccc3)C4c3ccc(OC)c(Cl)c3)c2)cc1 (centres undefined)	6%	0%	9%	-2%	-7%	-21%
22	COc1ccc(N2CCN(C(c3cccs3)C(C)NC(=O)C(=O)N3CCCCC3)CC2)cc1 (centres undefined)	-27%	4%	-9%	-3%	1%	3%
23	NS(=O)(=O)c1ccc(NC(=O)COC(=O)c2ccc(Cl)cc2[N+](=O)[O-])cc1	4%	-1%	6%	-1%	-2%	2%
24	CC(C)c1ccc(OCCCN2CCCC2)cc1	3%	2%	-1%	0%	-4%	28%
25	O=C1Cc2ccccc2C(=O)N1Cc1cccc(Cl)c1	-6%	2%	-6%	-1%	-7%	-14%
26	CCCCNC(=O)O[C@H]1C[C@@H]2CCN3C(=O)CCC[C@H]([C@H]1CC)[C@H]23	.	-1%	13%	0%	3%	24%
27	CN(C)CCCNC(=O)C(=O)NCC1OCCN1S(=O)(=O)c1cccs1 (centres undefined)	5%	-1%	1%	-2%	1%	11%
28	Cc1nn(C)c(C(=O)N2CCN(C(=O)c3ccco3)CC2)c1[N+](=O)[O-]	-8%	2%	0%	1%	-1%	3%
29	COc1cc(C(Nc2ccc(S(=O)(=O)N3CCC(C)CC3)cc2)C(=O)NCC2CCCO2)cc(OC)c1OC (centres undefined)	-7%	-5%	-21%	0%	-3%	-9%
30	C=CCn1c(C)cc(C(=O)COC(=O)c2ccc(N)c([N+](=O)[O-])c2)c1C	?	3µM*	22%	4µM*	2.6µM*	?

nr	Tb PFK inh	TRPV1 ag	Rab9 promoter act	Gal4-VP16 FLuc	BRCA1 expr up
16	1%	-3	-16%	-4%	.
17	4%	15	-3%	4%	-11%
18	0%	1	12%	-3%	-12%
19	9%	-3	-1%	6%	-20%
20	-2%	-1	0%	-9%	3%
21	3%	1	-10%	?	-20%
22	-3%	-2	-3%	-2%	9%
23	1%	3	0%	19%	0%
24	5%	-2	-6%	-2%	61%
25	2%	-4	2%	-2%	-8%
26	-4%	2	0%	?	6%
27	-2%	-1	0%	-8%	-15%
28	0%	1	-1%	-8%	-15%
29	2%	-1	-4%	-8%	-5%
30	2%	8	1.3µM*	?	?

# Further results:
nr	compound	p53 reactivator	FLuc modulator	RORgamma inh	NPC1 promoter act	ELG1 genotoxic	ELG1 repair inh
31	CCC(Oc1ccccc1)C(=O)N1CCN(C(=O)C(CC)Oc2ccccc2)CC1 (centres undefined)	-1%	-1%	0%	-2%	-6%	-1%
32	Cc1ccc(C)c(NC(=O)Cc2nc(CNCC(C)C)cs2)c1	4%	0%	-4%	2%	-1%	-7%
33	COc1cccc(-c2csc(N3CCN(CC(=O)NNC(=O)c4ccc(Br)cc4)CC3)n2)c1	6%	4%	7%	6%	-15%	?
34	CCOc1ccccc1NC(=O)N1CCC(n2nnc3cc(C)ccc32)CC1	-14%	-12%	-5%	-1%	-5%	?

nr	Tb PFK inh	TRPV1 ag	Rab9 promoter act	Gal4-VP16 FLuc	BRCA1 expr up
31	3%	-1	-15%	-6%	-4%
32	0%	2	-1%	3%	-18%
33	-3%	21	-4%	-7%[0.365 µM]	-49%
34	-3%	7	2%	8%	-2%
